# HT1080 IDH1KD tx: kills HT-1080 cells with IDH1 knockdown; 360,000 tested, 2% active; Potency, µM (doses to about 46.1 µM), for the others: at the highest dose activity, negative = toxicity, most hits filed as cytotoxic; HT-1080 IDH1 knockdown viability, ATP luminescence, 48 h;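 further: 0% = DMSO wells and -100% = cell-free medium wells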
#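 % activity derives from luminescence (CellTiter-Glo), normalised to DMSO and no-cell wells. HT-1080-IDH1KD cells, 750/well, had 48 h compound exposure at 37 °C.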
# KB-V1 MDR tox: KB-V1 MDR subline cytotoxicity; KB-V1 MDR cells viability, CellTiter-Glo, 72 h; Potency, µM (series often up to 46.1 µM), for inactives: at the highest dose activity change, negative = cytotoxicity, actives largely listed as cytotoxic; 400,000 tested, 3.4% active; further: on the % scale 0 is the no-effect control and ±100 the full control effect; nearly all actives have a fitted effect of over 60% in size
#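 Following 72 h at 37 degrees C with compound, KB-V1 cell viability was read by CellTiter-Glo luminescence, medium being phenol-red-free DMEM plus 10% FBS; concentration-response parameters came from normalized, curve-fitted qHTS data.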
# SW480 rerep: inducers of DNA re-replication in SW480 colon cancer cells. SW480 DNA re-replication, Hoechst DNA content imaging, 48 h. Potency, µM (doses to about 46.1 µM), for the others: at the highest dose re-replication activation, usual class: activators. 340,000 tested, 1.8% active; further: % of control where 0% means no effect; nearly all actives have a fitted effect of over 55% in size
#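 Quantitative HTS format with DMSO vehicle controls; 48 hr drug incubation at 37 C, then 40 min Hoechst staining and scanning imager measurement at 405 nm excitation.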
# GLP-1R inv ag: GLP-1 receptor (human) inverse agonism | Potency, µM (top dose mostly 38.3 µM), inactives show at the highest dose activity change, negative = inhibition, actives largely listed as inhibitors | 410,000 tested, 1.6% active | HEK293 GLP-1R CRE-luciferase, luminescence, 24 h; GLP-1R form is constitutively active | P43220; further: on the % scale 0 is the no-effect control and ±100 the full control effect; nearly all actives have a fitted effect of over 55% in size
# Target sequence (P43220 whole entry, looked up): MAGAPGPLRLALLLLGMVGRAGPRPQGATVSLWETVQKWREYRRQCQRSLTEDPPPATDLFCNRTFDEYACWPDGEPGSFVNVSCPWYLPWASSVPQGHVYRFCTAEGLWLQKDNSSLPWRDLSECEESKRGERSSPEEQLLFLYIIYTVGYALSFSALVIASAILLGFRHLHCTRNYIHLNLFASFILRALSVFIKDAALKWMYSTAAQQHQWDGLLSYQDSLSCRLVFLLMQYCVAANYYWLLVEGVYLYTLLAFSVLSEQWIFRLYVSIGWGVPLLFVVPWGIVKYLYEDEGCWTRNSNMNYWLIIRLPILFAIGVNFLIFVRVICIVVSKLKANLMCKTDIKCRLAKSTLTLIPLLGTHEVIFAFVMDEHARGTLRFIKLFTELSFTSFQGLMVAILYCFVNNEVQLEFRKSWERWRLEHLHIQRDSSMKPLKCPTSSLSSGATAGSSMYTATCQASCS
#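 Assay principle: reduced luminescence from a cAMP-responsive reporter in HEK293 cells co-expressing a constitutively active GLP-1R. Conditions: 24 hr compound incubation, 37 deg C, 5% CO2.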
# HEK293 tox: cytotoxicity in counter-screen for GLP-1R inverse agonists; HEK293 cAMP-luciferase reporter cells, luminescence, 24 h; Potency, µM (top dose mostly 38.3 µM), for inactives: at the top dose activity change, negative = inhibition, most hits filed as inhibitors; 410,000 tested, 0.13% active; AID 624418;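 further: loss of luciferase light is scored as toxicity; on the % scale 0 is the no-effect control and ±100 the full control effect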
#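 1536-well qHTS counterscreen of the MLSMR; 200 cells/uL, 12 h pre-incubation, 23 nL cpd, 24 h at 37 deg C 5% CO2, luciferase detection reagent, 12 min RT, luminescence. Inhibition = undesired.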
# GLP1R ag: agonists of human GLP-1 receptor; HEK293 GLP-1R CRE-luciferase, luminescence, 4-6 h; cells express a hypersensitive GLP-1R form; 380,000 tested, 0.007% active; Potency, µM (titrated, usually from 45.6 µM), inactives show top-dose activation, most hits filed as activators; P43220; AID 624172; further: % of control where 0% means no effect
# KB-3-1 cytotox: KB-3-1 parental cell cytotoxicity | 400,000 tested, 1.4% active | KB-3-1 viability, CellTiter-Glo ATP luminescence, 72 h | Potency, µM (highest dose often 46.1 µM), for the others: at the highest dose activity change, negative = cytotoxic, hits mostly cytotoxic; further: on the % scale 0 is the no-effect control and ±100 the full control effect; nearly all actives have a fitted effect of over 60% in size
#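 Using CellTiter-Glo luminescence, growth of non-resistant KB-3-1 adenocarcinoma cells is assessed 72 h after pin-tool compound addition at 37 °C. Normalized responses across the concentration series yield fitted curves.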
# TDP43 rescue: inhibitors of TDP-43 toxicity in yeast | Potency, µM (titrated, usually from 46.1 µM), without a hit: top-dose growth rescue (activation), hits mostly activators | TDP-43 expressing yeast growth rescue, BacTiter-Glo, 24 h | 410,000 tested, 1.8% active; further: % of control where 0% means no effect; nearly all actives have a fitted effect of over 50% in size
#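 Yeast expressing TDP-43 (pregrown in raffinose, seeded at OD600=0.02 in galactose medium) exposed to compounds 24 hr at 30 deg C. Growth read by BacTiter-Glo luminescence; rescue of toxicity appears as increased signal.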
# HT1080NT lethal: kills 2HG-producing HT-1080-NT fibrosarcoma cells. HT-1080-NT fibrosarcoma viability, CellTiter-Glo ATP luminescence, 48 h. Potency, µM (series often up to 46.1 µM), for inactives: at the top dose activity, negative = less viability, most hits filed as cytotoxic. 360,000 tested, 1.6% active;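 further: NT is the 2HG producing partner of a matched IDH1 knockdown line; 0% = DMSO-treated cells and -100% = media-only wells without cells; nearly all actives have a fitted effect of over 55% in size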
#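 HT-1080-NT; 750 cells/well; 5% FBS RPMI; 48 h compound, 37 degrees C; CellTiter-Glo luminescence; curve fitting and curve-class assignment.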
# * hit, by the source's call; ? = inconclusive; . = no result given; [ ] = dose if it differs, or a comment. The call rests on the fitted dose curve; in most records, active means well fitted curve in the direction sought with a large enough effect; inconclusive means small, poorly fitted or top-dose-only effect, or another doubt; inactive means no such curve, though single readings can be large; an effect the other way counts as inactive or inconclusive. Potency means the concentration at half of the fitted maximal effect.
entry	mol	HT1080 IDH1KD tx	KB-V1 MDR tox	SW480 rerep	GLP-1R inv ag	HEK293 tox
1	O=C(Nc1cccc2ccccc12)N1CCN(c2ccc(F)cc2)CC1	2%	15%	-8%	-38%	17%
2	CCOc1ccc(C2c3[nH]c4ccccc4c3CCN2CCCn2cccn2)cc1 (stereo not drawn)	?	-5%	-84%[inhibitor]	?	3%
3	CCn1c(CSc2nc3ccccc3n2C)nc2ccccc21	-2%	?	-17%	-17%	2%
4	N#CC1=C2CCCCC2(O)NC1=O (stereo not drawn)	4%	3%	.	-6%	-9%
5	O=S(=O)(c1cccc(-c2nc3n(n2)Cc2ccccc2-3)c1)N1CCCCC1	23%	-22%	-29%	2%	0%
6	CCN(CC(=O)Nc1ccc(NC(C)=O)cc1)C(=O)/C=C/c1cn(-c2ccccc2)nc1-c1ccc(F)cc1	-11%	11%	-15%	12%	11%
7	C/C(Cl)=C/CSc1nc2c(c(=O)[nH]c(=O)n2C)n1C(C)C	-2%	0%	1%	61%[activator]	-10%
8	CCOC(=O)c1ccc(NC(=O)c2csc3c2CCCCC3)cc1	.	17%	.	?	?
9	O=C(NC(=S)NC(CO)c1ccccc1)c1ccc(F)cc1 (stereo not drawn)	19%	-3%	-6%	-23%	10%
10	COc1cccc(CNC(=O)[C@H](C)NC(=O)C2CCN(S(=O)(=O)c3ccccc3)CC2)c1	5%	0%	-14%	-27%	1%
11	Cc1ccnc2nc(C(=O)OCCOc3ccc(F)cc3)nn12	30%	4%	-1%	13%	1%
12	CCCN(CC1CC1)C(=O)CSc1ncnc2sccc12	8%	-6%	-12%	-25%	1%
13	O=S(=O)(c1ccc(Br)c2nsnc12)N1CCOCC1	3%	2%	?	-7%	26%
14	Cc1cc(C(=O)NNc2ccc(C)c(C)c2)no1	23µM*	?	?	?	7%
15	Clc1cc(-c2ccccc2)nc(-c2ccccc2)n1	-3%	12%	1%	36%	5%

entry	GLP1R ag	KB-3-1 cytotox	TDP43 rescue	HT1080NT lethal
1	6%	0%	-13%	-6%
2	18%	-20%	-17%	?
3	5%	-4%	16%	0%
4	-3%	1%	19%	9%
5	-13%	-3%	14%	23%
6	-2%	37%	8%	3%
7	22%	-9%	1%	-12%
8	.	10%	20µM*	.
9	3%	-2%	-2%	16%
10	-2%	-6%	4%	13%
11	-1%	9%	-1%	7%
12	-1%	2%	21%	-3%
13	12%	-11%	-11%	8%
14	-3%	?	18%	?
15	5%	7%	30%	-3%

# (next part)
entry	mol	HT1080 IDH1KD tx	KB-V1 MDR tox	SW480 rerep	GLP-1R inv ag	HEK293 tox
16	CNCCCOc1ccc2c(c1)CCC2	-21%	-7%	20%	?	-18%
17	COc1ccc(N(C)S(=O)(=O)c2cccc(C(=O)Nc3nnc(C)s3)c2)cc1	1%	12%	-13%	8%	15%
18	CCCCc1ccc(NS(=O)(=O)c2cccc(C(=O)N3CCNC(=O)C3)c2)cc1	8%	23%	2%	-11%	-4%
19	Cc1ccsc1C(=O)N(Cc1nnc(-c2ccccc2Cl)o1)C1CC1	1%	?	4%	-9%	8%
20	COc1ccc(Nc2ncnc3c2nc2n3CCCCC2)cc1	.	-18%	.	-3%	-5%
21	Oc1ccc2ccccc2c1C=NCc1cn2ccsc2n1	?	4%	4%	0%	-12%
22	Cc1[nH]oc(=O)c1N=Nc1ccc2[nH]c(=O)[nH]c2c1	1%	?	4%	18%	?
23	N#C/C(=C\c1ccc[nH]1)C(=O)NCC1CCCO1 (stereo not drawn)	21%	-8%	-3%[9.22 µM]	21%	6%
24	O=C(NCc1ccccn1)C(=O)NCC1OCCN1S(=O)(=O)c1ccc([N+](=O)[O-])cc1 (stereo not drawn)	0%	1%	3%	5%	-2%
25	O=C(CCNC(=O)c1ccccc1Cl)Nc1ccc2c(c1)OCCO2	1%	-7%	.	6%	0%
26	Cc1ccccc1CNC(=O)Cn1cnc(S(=O)(=O)N2CCCC2)c1	7%	15%	-6%	8%	6%
27	NC(=O)c1ccccc1N(Cc1ccccc1)S(=O)(=O)c1ccccc1	-3%	0%	0%	?	1%
28	Cc1ccc(S(=O)(=O)N2CCC(C(=O)OCC(=O)N(C)c3ccccc3)CC2)cc1C	17%	16%	1%	-17%	5%
29	Cc1ccc(C)c2[nH]c(=O)c(C(c3nnnn3CCc3ccccc3)N3CCOCC3)cc12 (stereo not drawn)	-12%	-9%	18%	-12%	0%
30	COc1ccc(NC(=O)c2ccccc2NC(=O)c2ccccc2C(=O)O)c(OC)c1	7%	9%	0%	19%	-18%

entry	GLP1R ag	KB-3-1 cytotox	TDP43 rescue	HT1080NT lethal
16	7%	10%	-16%	?
17	-7%	7%	9%	1%[9.24 µM]
18	3%	6%	24%	-2%
19	7%	-5%	29%	12%
20	2%	7%	?	.
21	3%	-11%	-14%	1%
22	-6%	0%	-9%	0%
23	22%	-1%	4%	22%
24	-2%	14%	16%	-1%
25	-7%	2%	-4%	-5%
26	-2%	-3%	-12%	7%
27	12%	1%	-1%	3%
28	-8%	9%	?	15%
29	6%	-17%	-17%	3%
30	-3%	6%	20%	?

# More results follow.
entry	mol	HT1080 IDH1KD tx	KB-V1 MDR tox	SW480 rerep	GLP-1R inv ag	HEK293 tox
31	CC1Oc2ccccc2N(CC(=O)c2ccc(F)cc2)C1=O (stereo not drawn)	-2%	-18%	26%	-12%	8%
32	COc1ccc(S(=O)(=O)N2CCC[C@H]2C(=O)NC2=NCCS2)cc1	3%	-16%	-1%	9%	3%
33	O=C(Nc1ccc(Cl)cn1)c1cccc(F)c1	8.2µM*	3.7µM*	10µM*	?	-27%
34	Cc1cc(O)cc2c1C(=O)/C(=C/c1ccco1)O2	-27%	?	17%	43%[activator]	403%[activator]
35	C/C(=N/NC(=O)CNC(=O)c1cccs1)c1ccc(Cl)cc1	1%	-12%	?	-18%	8%
36	O=c1[nH]ncc(NCCc2ccccc2)c1Cl	3%	8.2µM*	-4%	12%	-5%
37	CN(C(=O)COc1ccccc1C(=O)NCCc1ccccc1)c1ccccc1	18%	5.2µM*	2%	0%	-14%
38	CCOC(=O)c1cc(NC(=O)c2cnccn2)cc(C(=O)OCC)c1	7%	-48%	25%	3%	6%
39	Cc1nc2sc(C#N)c(N)c2c2c1CCCC2	9%	-14%	-4%[9.22 µM]	88%[activator]	1%
40	Cc1cc(Nc2cccc(C(F)(F)F)c2)nc2ccc(NC(=O)c3cccc(Cl)c3)cc12	.	-16%	.	2.8µM*	?
41	CCN(CC)S(=O)(=O)c1ccc(N2CCOCC2)c(NC(=O)CC(C)(C)C)c1	6%	-3%	-9%	-18%	2%
42	Clc1ccc(/C=N\Nc2ccccc2)cc1	?	5%	-1%	4µM*	-16%
43	COc1ccc(C2OC(CCc3ccccc3)Cc3[nH]c(=S)[nH]c(=O)c32)cc1 (stereo not drawn)	?	?	.	10µM*	16%
44	CCc1noc(N)c1C(=O)Nc1ccc(F)c(Cl)c1	-19%	?	-2%	?	-5%
45	O=S(=O)(c1ccc2ccccc2c1)N1CCN(C(=S)Nc2ccccc2F)CC1	-10%	-20%	3%	?	3%
46	COc1cc2c(cc1OC)C1(Nc3c-2c(Cc2ccccc2)nn3-c2ccccc2)C(=O)Nc2ccccc21 (stereo not drawn)	?	-8%	?	?	-5%
47	Cc1ccc(S(=O)(=O)N2CCCCC2)cc1NC(=O)[C@@H]1CCCN1C(=O)c1cccs1	5%	?	-46%[inhibitor]	3%	3%
48	COc1cc(C(C)=O)ccc1OCC(O)Cn1nc(C)c(Br)c1C (stereo not drawn)	-2%	-5%	-5%	44%[activator]	-7%

entry	GLP1R ag	KB-3-1 cytotox	TDP43 rescue	HT1080NT lethal
31	9%	20%	?	1%
32	-2%	12%	7%	-6%
33	0%	6.5µM*	-4%	?
34	5%	-18%	-13%	-18%
35	-5%	2%	2%	1%
36	13%	?	-14%	-1%
37	3%	-16%	-16%	13%
38	-9%	2%	-23%	20%
39	?	4%	?	17%
40	-17%	?	18µM*	.
41	-3%	-6%	-6%	-1%
42	-5%	-3%	15%	?
43	7%	?	-9%	-13%
44	1%	-22%	7%	-6%
45	3%	?	?	-4%
46	-5%	?	11%	?
47	-2%	-19%	8%	5%
48	-8%	-33%	7%	0%
